Screens as filed in PubChem.
PKM2 activator: increases activity of human pyruvate kinase M2 | P14618 | Potency, µM (highest dose often 57.5 µM), for inactives: top-dose activation, most hits filed as activators | purified PKM2, Kinase-Glo ATP luminescence, activation; response scale: 0% is enzyme alone, no compound | hit rate 0.34% among 260,000; also: potency is read from the fitted curve at half-maximal effect; nearly all actives have a fitted effect of over 55% in size
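Kinase-Glo luminescence reports ATP generated from ADP (0.1 mM) and PEP (0.5 mM) by purified hPK-M2 after 1 h at room temperature, pH 7.2 imidazole buffer; intermediate enzyme activity allows detecting inhibitors and activators.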
KCNH2 WT inh: KCNH2 (human, wildtype) channel inhibition; Q12809; U2OS, BacMam KCNH2, thallium flux FluxOr; stronger effect = lower value; activity change, % at 1.84 µM; hit rate 0.37% among 340,000; AID 720551;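 active = maximum activity change below -70%; inconclusive = maximum activity change between -70% and -50%; inactive = maximum activity change above -50%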
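U2OS cells transduced with wild-type KCNH2 virus are loaded with FluxOr dye for 45 min, and thallium flux is measured in kinetic reads before and after stimulation buffer. Rate constants are normalized to DMSO controls.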
B2AR arrestin: recruits beta-arrestin to the human beta2-adrenergic receptor; P07550; beta-arrestin recruitment to beta2AR, cell-based reporter; Potency, µM (series often up to 46.1 µM), without a hit: at the top dose activation, most hits filed as activators; hit rate 0.02% among 330,000; AID 492947;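 also: potency is read from the fitted curve at half-maximal effect; 0% = DMSO controls and full agonism = EC100 isoproterenol or metaproterenol; nearly all actives have a fitted effect of over 65% in size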
Target sequence (P07550 whole entry, looked up): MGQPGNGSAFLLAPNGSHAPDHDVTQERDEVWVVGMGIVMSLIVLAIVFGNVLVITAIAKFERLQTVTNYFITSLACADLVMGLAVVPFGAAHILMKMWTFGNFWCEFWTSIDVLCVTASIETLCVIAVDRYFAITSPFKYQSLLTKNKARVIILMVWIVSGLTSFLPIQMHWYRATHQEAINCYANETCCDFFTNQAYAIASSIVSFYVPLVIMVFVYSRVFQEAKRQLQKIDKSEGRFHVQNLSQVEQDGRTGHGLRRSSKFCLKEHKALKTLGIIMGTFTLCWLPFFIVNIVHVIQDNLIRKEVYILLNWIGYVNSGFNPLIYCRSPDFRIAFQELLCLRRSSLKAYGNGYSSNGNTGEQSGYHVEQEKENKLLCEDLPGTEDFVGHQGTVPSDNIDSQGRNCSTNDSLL
Giardia killer: Giardia lamblia killing. AID 540267. activity change, % at 7.66 µM, hits read low. hit rate 0.15% among 340,000. Giardia lamblia trophozoite viability; in the data active = activity change below about -80%; inconclusive = between about -30% and that limit;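 also: parasites exposed to compound for two days anaerobically before the ATP read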
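Viability, read as ATP luminescence: trophozoites at 100 cells/well, compound added, 48 hrs anaerobic at 37 deg C, then 15-30 min room-temperature development before reading.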
KCNH2 3.1 inh: KCNH2 3.1 (human) potassium channel inhibition; U2OS KCNH2 3.1, thallium flux FluxOr; stronger effect = lower value; hit rate 0.95% among 340,000; activity change, % (tested at about 1.8 µM);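 active = maximum activity change below -70%; inconclusive = maximum activity change from -70% to -50%; inactive = maximum activity change above -50%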;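 also: thallium influx rate constant from kinetic fluorescence after stimulation buffer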
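U2OS cells transduced with KCNH2 3.1 mutant virus (1.77 x 10^8 /mL, 4 h), plated overnight at 37 C, loaded 45 min with FluxOr dye plus Red40 quencher. Thallium flux rate constant from kinetic reads after stimulation buffer, normalised to controls.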
USP2a block: inhibitors of human ubiquitin-specific protease USP2a; hit rate 0.01% among 330,000; Potency, µM (series often up to 38.3 µM), for the others: at the highest dose activity change, negative = inhibition, most hits filed as inhibitors; USP2 core, Ub-CHOP2 coupled fluorogenic reporter, 485/531; O75604;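 also: potency is read from the fitted curve at half-maximal effect; plate controls were DMSO wells for no effect and full inhibition by NEM control for full effect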
Target sequence (O75604 whole entry, looked up): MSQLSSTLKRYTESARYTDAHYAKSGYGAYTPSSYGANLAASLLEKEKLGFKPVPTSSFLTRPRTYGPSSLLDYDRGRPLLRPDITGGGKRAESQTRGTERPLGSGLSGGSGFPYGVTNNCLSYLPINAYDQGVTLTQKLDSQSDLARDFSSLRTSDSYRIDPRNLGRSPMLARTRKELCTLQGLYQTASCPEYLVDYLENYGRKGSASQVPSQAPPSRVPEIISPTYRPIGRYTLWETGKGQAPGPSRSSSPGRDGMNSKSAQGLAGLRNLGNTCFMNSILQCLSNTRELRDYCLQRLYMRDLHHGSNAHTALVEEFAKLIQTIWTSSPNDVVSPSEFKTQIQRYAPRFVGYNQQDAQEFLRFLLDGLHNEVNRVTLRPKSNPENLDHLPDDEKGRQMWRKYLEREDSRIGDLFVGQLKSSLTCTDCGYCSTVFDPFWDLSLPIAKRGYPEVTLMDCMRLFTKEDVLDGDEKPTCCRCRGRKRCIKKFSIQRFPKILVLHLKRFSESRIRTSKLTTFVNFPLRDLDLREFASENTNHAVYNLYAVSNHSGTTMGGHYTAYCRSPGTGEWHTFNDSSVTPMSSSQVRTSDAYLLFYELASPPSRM
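USP2 core (10nM final) preincubated 30min RT with compound in 20mM Tris-HCl pH 8.0, 2mM CaCl2, 2mM beta-mercaptoethanol, 0.05% CHAPS; 25nM Ub-CHOP2 plus 25nM reporter substrate added, fluorescence (Ex485/Em531) read after 60min.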
BCR signal inh: blocks chronic active B-cell receptor signaling | ABC-DLBCL IkBa-CBG/CBR reporter, luminescence ratio, 4 h | Potency, µM (highest dose often 46.1 µM), without a hit: at the highest dose ratio change, negative = lower green/red ratio, usual class: inhibitors | hit rate 0.05% among 340,000 | AID 493014; active = well fitted inhibition curve with a large enough effect in the signal ratio, with a control signal flat, not every such curve was filed as active; inconclusive = small, poorly fitted or top-dose-only effect, or effect the other way, or a change in a side signal; the % refers to the signal ratio;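 also: potency is read from the fitted curve at half-maximal effect; plate controls were basal doxycycline-induced cells for no effect and cells given 10 µM MG132 for full effect; MG132 reads +100%, hits lower the ratio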
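TMD8 ABC-DLBCL cells carrying doxycycline-inducible green luciferase fused to IkappaBalpha plus unfused red luciferase were exposed to compounds (up to 46 uM) for 4 hrs at 37C. Activity came from the overlap-corrected green/red luminescence ratio.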
GALK inh: inhibitors of human galactokinase; P51570; hit rate 0.007% among 270,000; Purified GALK, Kinase-Glo residual ATP luminescence; Potency, µM (titrated, usually from 57.5 µM), for inactives: at the top dose activity change, negative = inhibition, hits mostly inhibitors; also: potency is read from the fitted curve at half-maximal effect
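GALK at 5 nM final was combined with compound, 35 uM ATP and 100 uM galactose in HEPES pH8.0 with MgCl2 and DTT. The reaction ran one hour at room temperature before luminescent ATP detection.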
uPA generation: inhibitors of cell surface uPA generation | AID 540303 | hit rate 0.31% among 330,000 | cell surface uPA generation assay, qHTS | Potency, µM (titrated, usually from 38.3 µM), for inactives: at the highest dose activity change, negative = inhibition, most hits filed as inhibitors; active = well fitted inhibition curve with a large enough effect; inconclusive = small, poorly fitted or top-dose-only effect; inactive = no such curve, though single readings can be large or run the other way; tested in mouse RAW 264.7 cells; also: potency is read from the fitted curve at half-maximal effect; nearly all actives have a fitted effect of over 55% in size
Eya2 inh: inhibitors of human Eya2 phosphatase activity; AID 488837; O00167; hit rate 0.006% among 330,000; recombinant Eya2, OMFP fluorescence dephosphorylation (OMFP is methylfluorescein phosphate); Potency, µM (top dose mostly 76.9 µM), for the others: at the highest dose activity, negative = inhibition, actives largely listed as inhibitors; also: potency is read from the fitted curve at half-maximal effect
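Eya2 (0.2 uM) preincubated 10 min at ambient with compound, then OMFP substrate added at 50 uM; 10 min reaction in 50 mM HEPES pH 7.5, 50 mM NaCl, 5 uM MgCl2, 0.05% BSA, 1 mM DTT. Fluorescence read at Ex 485/Em 525 nm.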
FBPA coupling cs: counter-screen for Giardia aldolase inhibitors: coupling enzyme system; hit rate 0.67% among 290,000; activity change, negative = inhibition, % at 58.2 µM, hits read low; coupling enzyme system counterscreen, AmpLite Red fluorescence; in the data active = activity change below about -30%
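Coupling enzymes only (glyceraldehyde-3-phosphate) + compound, at 57.5 uM final, 10 min RT; add substrate/coupling/AmpLite Red mix, 20 min RT; fluorescence ex 525/em 598 nm. Actives flag coupling-system interference.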
* hit, by the source's call. Unless noted, calls follow the shape of the dose curve; as a rule, active = well fitted curve in the direction sought with a large enough effect; inconclusive = small, poorly fitted or top-dose-only effect, or another doubt; inactive = no such curve, though single readings can be large; an effect the other way counts as inactive or inconclusive. Unless noted, % is scaled to controls: 0 for no effect and ±100 for the full control effect.

Screening CCOc1cc(/C=N/NC(=O)C(OC)c2ccccc2)ccc1O (configuration not stated) returned PKM2 activator 0%, KCNH2 WT inh -1, B2AR arrestin 4.4%, Giardia killer 14, KCNH2 3.1 inh -7, USP2a block 2%, BCR signal inh -2%, GALK inh -7%, uPA generation 12%, Eya2 inh 3% and FBPA coupling cs 5.
CCN(CC(=O)NC(C)(C)C)Cc1nc2c(Br)cc(Br)cc2c(=O)[nH]1 was read as PKM2 activator -1%, KCNH2 WT inh 3, B2AR arrestin -0.7%, Giardia killer 4, KCNH2 3.1 inh 19, USP2a block -1%, BCR signal inh -18%, uPA generation -3%, Eya2 inh -13% and FBPA coupling cs 3.
Cc1cc(C)cc(-n2nnc(C(=O)NCc3ccccc3Cl)c2N)c1 was read as PKM2 activator 1%, KCNH2 WT inh -7, B2AR arrestin -0.1%, Giardia killer 8, KCNH2 3.1 inh -26, USP2a block 1%, BCR signal inh -20%, GALK inh -1%, uPA generation -3%, Eya2 inh -4% and FBPA coupling cs -4.
`COc1ccc(OC)c(-n2c(-c3cc(-c4ccc(F)cc4)n[nH]3)n[nH]c2=S)c1` gave PKM2 activator 4%, KCNH2 WT inh -13, B2AR arrestin -0.3%, Giardia killer -1, KCNH2 3.1 inh -13, USP2a block -2%, BCR signal inh inconclusive, GALK inh 0%, uPA generation -6%, Eya2 inh -7% and FBPA coupling cs 0.
For COc1nc(N)nc(NC23CC4CC(CC(C4)C2)C3)n1 the results were PKM2 activator -2%, KCNH2 WT inh -7, B2AR arrestin -0.1%, Giardia killer 11, KCNH2 3.1 inh 5, USP2a block -1%, BCR signal inh -20%, GALK inh 0%, uPA generation -4%, Eya2 inh 15% and FBPA coupling cs 5.
`COC(=O)CSc1cnc2ccccc2n1` gave PKM2 activator 0%, KCNH2 WT inh 9, Giardia killer -1, KCNH2 3.1 inh -31, GALK inh -3%, uPA generation 5% and FBPA coupling cs 0.
Screening O=C1C2C3C=CC(C3)C2C(=O)N1CN(Cc1ccccc1)CN1C(=O)C2C3C=CC(C3)C2C1=O (configuration not stated) returned PKM2 activator -5%, KCNH2 WT inh -13, B2AR arrestin 0.0%, Giardia killer -2, KCNH2 3.1 inh -5, USP2a block -1%, BCR signal inh -1%, GALK inh 4%, uPA generation 2%, Eya2 inh 12% and FBPA coupling cs 2.
`COc1ccc(CNC(=O)CN2C(=O)CCSc3ccc(S(=O)(=O)N4CCCC4)cc32)cc1` gave KCNH2 WT inh 8, B2AR arrestin 0.0%, Giardia killer 6, KCNH2 3.1 inh 15, USP2a block -1%, BCR signal inh 5%, GALK inh 1%, uPA generation 0%, Eya2 inh 4% and FBPA coupling cs -1.
For O=C(CO/N=C/c1ccc(OC(F)F)cc1)NC1CCCC1 the results were PKM2 activator 1%, KCNH2 WT inh 18, B2AR arrestin 0.2%, Giardia killer -3, KCNH2 3.1 inh 7, USP2a block 3%, BCR signal inh 1%, GALK inh -1%, uPA generation -1%, Eya2 inh -1% and FBPA coupling cs 1.
`Cc1ccc(NC(=O)CCCN2C(=O)c3cccc4cccc(c34)C2=O)cc1` gave PKM2 activator 2%, KCNH2 WT inh 1, B2AR arrestin -0.4%, Giardia killer 4, KCNH2 3.1 inh -6, USP2a block 1%, BCR signal inh inconclusive, GALK inh -2%, uPA generation -1%, Eya2 inh 7% and FBPA coupling cs 3.
For CC(=O)Nc1ccccc1C(=O)C(=O)Nc1ccc(C)c(F)c1 the results were PKM2 activator -13%, KCNH2 WT inh 12, B2AR arrestin -0.3%, Giardia killer 2, KCNH2 3.1 inh 23, USP2a block 9%, BCR signal inh 0%, GALK inh 0%, uPA generation -4%, Eya2 inh 2% and FBPA coupling cs -1.
For Cc1ccc(CNC(=O)c2ccc(S(=O)(=O)N3CCCCC3)cc2)cc1 the results were KCNH2 WT inh -12, B2AR arrestin -0.2%, Giardia killer -8, KCNH2 3.1 inh -4, USP2a block 1%, BCR signal inh 15%, uPA generation -16% and Eya2 inh -32%.
`CCCCn1c(N)c(N(CC)C(=O)c2ccc(Cl)c([N+](=O)[O-])c2)c(=O)[nH]c1=O` gave PKM2 activator 1%, KCNH2 WT inh -3, B2AR arrestin -0.6%, Giardia killer 7, KCNH2 3.1 inh 8, USP2a block 3%, BCR signal inh 1%, GALK inh 6%, uPA generation 0%, Eya2 inh 5% and FBPA coupling cs -3.
Screening O=S(=O)(NCCC1=CCCCC1)c1c(Cl)cccc1Cl returned KCNH2 WT inh 9, B2AR arrestin 0.1%, Giardia killer -1, KCNH2 3.1 inh -7, USP2a block -1%, BCR signal inh inconclusive, uPA generation -2% and Eya2 inh 3%.
For Cc1nn(-c2ccccc2)cc1/C=N/NC(N)=S the results were PKM2 activator 4%, KCNH2 WT inh 2, B2AR arrestin -0.5%, Giardia killer -7, KCNH2 3.1 inh 1, USP2a block -1%, BCR signal inh inconclusive, GALK inh -3%, uPA generation -3%, Eya2 inh 2% and FBPA coupling cs 0.
For Cc1cccnc1NC(=O)CNC(=O)c1cccs1 the results were KCNH2 WT inh 7, B2AR arrestin -0.2%, Giardia killer -21, KCNH2 3.1 inh -8, USP2a block 2%, BCR signal inh 0%, uPA generation 14% and Eya2 inh -7%.
`CC(=O)Nc1ccc(NC(=O)CSc2ncnc3sc(C)c(C)c23)cc1` gave KCNH2 WT inh -5, B2AR arrestin 0.4%, Giardia killer -8, KCNH2 3.1 inh 0, USP2a block -2%, BCR signal inh -2%, GALK inh -2%, uPA generation 2%, Eya2 inh 3% and FBPA coupling cs 3.
Screening Cc1nc([N+](=O)[O-])c(Sc2nc3ccccc3[nH]2)n1Cc1ccccc1 returned PKM2 activator 9%, KCNH2 WT inh 1, B2AR arrestin -0.3%, Giardia killer 10, KCNH2 3.1 inh 6, USP2a block -1%, BCR signal inh inconclusive, GALK inh 0%, uPA generation -7%, Eya2 inh -2% and FBPA coupling cs 1.
For Cc1ccccc1/C=C1\Sc2ccc(C(=O)N3CCN(c4ccccn4)CC3)cc2N(C)C1=O the results were KCNH2 WT inh 3, B2AR arrestin -0.5%, Giardia killer -2, KCNH2 3.1 inh -6, USP2a block 2%, BCR signal inh 3%, GALK inh 0%, uPA generation -3%, Eya2 inh 2% and FBPA coupling cs 1.
Screening Cc1ccc(-c2nc(NC(=O)c3nn(C)cc3[N+](=O)[O-])sc2C)cc1 returned PKM2 activator 3%, KCNH2 WT inh 3, B2AR arrestin 0.5%, Giardia killer inconclusive, KCNH2 3.1 inh -33, USP2a block -2%, BCR signal inh inconclusive, GALK inh -4%, uPA generation inconclusive, Eya2 inh -22% and FBPA coupling cs -1.
For NC(=O)c1cc(C(=O)c2ccccc2Cl)c[nH]1 the results were PKM2 activator -1%, KCNH2 WT inh 8, B2AR arrestin -0.3%, Giardia killer 3, KCNH2 3.1 inh 6, USP2a block 1%, BCR signal inh 0%, GALK inh 0%, uPA generation 4%, Eya2 inh -29% and FBPA coupling cs -4.
COc1ccc(-c2cc(C(=O)OCC(=O)N3CCCC3)c3ccccc3n2)cc1 was read as PKM2 activator -2%, KCNH2 WT inh 7, B2AR arrestin 0.0%, Giardia killer 17, KCNH2 3.1 inh 4, USP2a block -2%, BCR signal inh inconclusive, GALK inh -2%, uPA generation -5%, Eya2 inh -11% and FBPA coupling cs 1.
For c1ccc(-c2nc(-n3nc4ccccc4n3)nc3ccccc23)cc1 the results were PKM2 activator -2%, KCNH2 WT inh -1, B2AR arrestin -0.3%, Giardia killer -6, KCNH2 3.1 inh -7, USP2a block 3%, BCR signal inh inconclusive, GALK inh -2%, uPA generation -5%, Eya2 inh 14% and FBPA coupling cs 2.
For C=CCc1cc(C=O)cc(OCC)c1O the results were PKM2 activator -2%, KCNH2 WT inh -14, B2AR arrestin 0.2%, Giardia killer 17, KCNH2 3.1 inh -5, USP2a block 1%, BCR signal inh 14%, GALK inh 7%, uPA generation 4%, Eya2 inh 5% and FBPA coupling cs -2.
CC1=CC=CN2CC(O)CN=C12 (configuration not stated) was read as PKM2 activator 0%, KCNH2 WT inh -7, B2AR arrestin -1.3%, Giardia killer 3, KCNH2 3.1 inh -2, USP2a block -8%, BCR signal inh -16%, GALK inh -1%, uPA generation 6%, Eya2 inh -5% and FBPA coupling cs 1.
`CC(C)CC(=O)Nc1ccc(N2CCOCC2)cc1` gave PKM2 activator -5%, KCNH2 WT inh 9, B2AR arrestin -0.2%, Giardia killer 7, KCNH2 3.1 inh -7, USP2a block 4%, BCR signal inh -1%, GALK inh 0%, uPA generation 6%, Eya2 inh -19% and FBPA coupling cs 4.
CC(OC(=O)c1ccccc1Oc1ccccc1)C(=O)NC1CC1 (configuration not stated) was read as PKM2 activator -3%, B2AR arrestin 0.2%, Giardia killer 9, KCNH2 3.1 inh 19, USP2a block -1%, BCR signal inh -2%, GALK inh -6%, uPA generation -1%, Eya2 inh -6% and FBPA coupling cs 7.
